Source: PubChem (several laboratories)
S1P3 antagonist: blocks the human S1P3 receptor | Q99500 | CHO S1P3 NFAT-BLA reporter, FRET fluorescence, antagonist mode | inhibition, % at 4.98 µM | hit rate 0.27% among 170,000 | AID 485;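 active = inhibition above the plate cutoff, the mean inhibition of test wells on that plate plus 3 SD, cut at about 28% in these data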;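 also: cells challenged with S1P at its EC80 of 0.8 µM; blue over green emission ratio from cleaved BLA substrate after 4 h stimulation; 0% = S1P-stimulated wells and 100% = unstimulated DMSO-only wells; some compounds past the cut are filed as inactive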
Target sequence (Q99500 whole entry, looked up): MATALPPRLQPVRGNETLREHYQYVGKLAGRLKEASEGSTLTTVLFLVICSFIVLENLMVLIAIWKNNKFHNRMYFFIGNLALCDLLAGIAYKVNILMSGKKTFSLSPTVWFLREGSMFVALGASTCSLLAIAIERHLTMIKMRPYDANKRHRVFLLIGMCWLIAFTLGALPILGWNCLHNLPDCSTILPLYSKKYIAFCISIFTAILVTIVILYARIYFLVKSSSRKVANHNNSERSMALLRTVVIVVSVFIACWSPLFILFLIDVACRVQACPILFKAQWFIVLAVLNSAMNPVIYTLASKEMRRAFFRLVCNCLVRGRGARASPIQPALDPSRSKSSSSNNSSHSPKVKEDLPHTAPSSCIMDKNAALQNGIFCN
PPARg SRC2 recr: PPARgamma-driven SRC-2 recruitment agonism | hit rate 0.34% among 200,000 | activation, % at 8 µM | P37231 | PPARgamma LBD-SRC-2 recruitment, biochemical | AID 1032; in the data active = activation above about 22%;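 also: 0% = vehicle and 100% = reference agonist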
Diaphorase inh: inhibits diaphorase or chemically oxidizes, flagging diaphorase assay artifacts. diaphorase resazurin-to-resorufin fluorescence, NADH, 16 min; bacterial (C. kluyveri) enzyme, not human. hit rate 0.69% among 190,000. inhibition, % at 20 µM. AID 1217;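 active = primary screen inhibition at 20 µM above a set limit, cut at about 50% in these data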;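 also: plate controls were DMSO with full reaction for no effect and wells lacking NADH for full effect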
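System: Bacterial diaphorase enzyme (C. kluyveri) | Incubation: 16-min room-temperature incubation before reading | Benchmarks: No-NADH positive control and DMSO neutral control | Measured by: Resorufin fluorescence 544/590 nm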
SRC2 TRFRET art: TR-FRET artefact, counter-screen to PPARgamma/SRC-2 agonist assay; active compounds read high; TR-FRET ratio at 8 µM; hit rate 0.4% among 200,000; in the data active = TR-FRET ratio above about 2000; also: inactives centre near 1500
PMI activator: increases human mannose-6-phosphate isomerase activity; P34949; purified human PMI, coupled resazurin fluorescence, 20 min; active compounds read high; 1 = vehicle control, 0 substrate-free wells; activation factor at 20 µM; hit rate 0.005% among 190,000;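 active = activation factor of 2 or more at 20 µM, relative to plate controls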
PPARg SRC3 recr: PPARgamma-driven SRC-3 recruitment agonism | hit rate 0.26% among 200,000 | AID 731 | activation, % at 8 µM | biochemical PPARgamma/SRC-3 coactivator recruitment assay | P37231; in the data active = activation above about 23%;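 also: 0% = DMSO and 100% = reference agonist; some compounds past the cut are filed as inactive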
Diaph act CS: counter-screen for diaphorase-based assays: diaphorase activators and chemical reducers | activation factor at 20 µM | hit rate 0.005% among 190,000 | Diaphorase/resazurin coupled assay, resorufin fluorescence, 16 min; active compounds read high; 1 = vehicle wells, 0 = NADH-free wells;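 active = diaphorase activity raised at least twofold by the compound at 20 µM; inactive = activation factor below 2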
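Test system: Clostridium kluyveri diaphorase, purified enzyme; input: enzyme 0.07 U/mL final; buffer or medium: 50 mM HEPES pH 7.4 with 4.542 mM MgCl2, 0.005% Tween 20; also added: 0.114 mM NADH and 0.1 mM resazurin, final amounts; schedule: 16 min enzyme reaction, ambient temperature; technique: fluorescence of resorufin, 544 nm excitation, 590 nm emission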
PPARg SRC1 recr: PPARgamma-driven SRC-1 recruitment agonism; P37231; PPARgamma-SRC-1 coactivator recruitment biochemical assay; activation, % at 8 µM; hit rate 0.41% among 200,000; in the data active = activation above about 19%;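 also: 0% = DMSO and 100% = reference agonist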
ROMK primary: modulators of human ROMK potassium channel; Tet-inducible ROMK, thallium flux fluorescence; actives lie on both sides; B-score at 10 µM; hit rate 2% among 130,000; AID 1918;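 active = signal ratio slope over the read window, or its plate-corrected B-score, at least 3 SD from the plate mean, either direction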;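 also: B-score of the F/F0 ratio slope over 7 to 12 s after thallium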
Target sequence (P48048 whole entry, looked up): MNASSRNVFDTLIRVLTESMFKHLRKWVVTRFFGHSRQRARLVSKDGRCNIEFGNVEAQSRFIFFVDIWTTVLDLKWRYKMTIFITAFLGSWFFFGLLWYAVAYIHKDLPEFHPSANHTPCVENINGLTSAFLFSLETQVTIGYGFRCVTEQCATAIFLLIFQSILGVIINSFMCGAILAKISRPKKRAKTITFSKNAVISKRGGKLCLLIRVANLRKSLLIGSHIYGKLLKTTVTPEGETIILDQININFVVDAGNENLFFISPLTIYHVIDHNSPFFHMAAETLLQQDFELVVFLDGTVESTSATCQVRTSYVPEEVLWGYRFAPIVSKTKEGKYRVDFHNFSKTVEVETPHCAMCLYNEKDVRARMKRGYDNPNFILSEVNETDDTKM
G6PDH counter: counter-screen for G6PDH assay hits: L. mesenteroides G6PDH inhibition | hit rate 0.12% among 200,000 | inhibition, % at 5 µM | Purified L. mesenteroides G6PDH, diaphorase/resazurin coupled fluorescence, 45 min; in the data active = inhibition above about 50%
PMI act hi M6P: PMI (human) activation, high substrate; hit rate 0.34% among 190,000; activation factor at 20 µM; coupled PMI enzyme assay, resazurin fluorescence, 20 min; active compounds read high; 1 = untreated enzyme, 0 = substrate-free blank; AID 1216;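 active = activation factor of 2 or more at 20 µM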
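Test system: human phosphomannose isomerase with PGI, G6PDH, diaphorase coupling enzymes; Amount: PMI at 15 ng/mL final; Reagent: Mannose-6-phosphate 1.0 mM (near-saturating) plus 0.22 mM NADP+; Timing: 20 min, room temperature; Technique: resorufin fluorescence at Ex 544/Em 590 nm; Dosing: 20 µM single dose.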
An asterisk follows results filed as active; . = not tested or not shown. No enrichment for hits; 3.3% or so of the library scored in one or more.

SMILES | S1P3 antagonist | PPARg SRC2 recr | Diaphorase inh | SRC2 TRFRET art | PMI activator | PPARg SRC3 recr | Diaph act CS | PPARg SRC1 recr | ROMK primary | G6PDH counter | PMI act hi M6P
COC(=O)C1=C(C)N(c2cccc3ccccc23)C(=O)C1 | -15 | 8 | 14 | 1629 | 1 | -5 | 0.9 | 1 | -0.44 | -8 | 1.1
CC(=O)C1C(c2ccc(C)cc2)c2c(noc2C)CC1(C)O (stereo not given) | -29 | 2 | 4 | 1605 | 1 | -3 | 1 | -6 | . | -4 | 1
C#CCN(C#N)c1nc(NCC)nc(NC(C)C)n1 | 10 | 6 | 10 | 1506 | 0.9 | 0 | 0.9 | -2 | 0.32 | 8 | 0.9
Brc1ccccc1-c1nnc(CSc2nncn2-c2ccccc2)o1 | -13 | 0 | -9 | 1635 | 1 | 11 | 1.1 | 9 | . | 4 | 1.1
CC1CCc2sc3ncnc(N4CCOCC4)c3c2C1 (stereo not given) | 5 | 0 | 9 | 1691 | 0.9 | 8 | 0.9 | 8 | -1.8 | -1 | 0.9
O=C(O)CCN1CCc2ccccc21 | 6 | 0 | 21 | 1637 | 0.9 | 11 | 0.8 | 2 | -0.11 | 5 | 0.8
CC(C)c1nnc(NC(=O)Cn2nc(-c3ccc4c(c3)OCCO4)ccc2=O)s1 | 16 | 9 | -11 | 1645 | 1 | 12 | 1.1 | 6 | 0.21 | -3 | 1.1
CC(C)[C@H](NS(=O)(=O)c1ccc2c(c1)OCCO2)C(=O)OCC(=O)Nc1ccccc1Cl | -5 | -18 | 13 | 1419 | 0.8 | -1 | 0.9 | -3 | -1.9 | -14 | 0.9
Cc1nn(-c2nc3ccccc3[nH]2)c(=O)c2ccccc12 | -12 | -4 | 9 | 1285 | 0.9 | -1 | 0.9 | -6 | 0.65 | 0 | 1
CC(C)OC(=O)CSc1nnc(-c2ccccc2)n1N | . | -1 | 6 | 1464 | 1.1 | -5 | 0.9 | 4 | . | 1 | 1.1
CC(C)(C)NC(=O)COC(=O)c1ccc(S(=O)(=O)N2CCCC2)cc1 | -6 | 1 | -6 | 1716 | 1.1 | 1 | 1.1 | 7 | -0.32 | 3 | 1.1
O=C1CCC(=O)N1CNc1ccc(Oc2ccccc2)cc1 | 34 | -5 | 16 | 1416 | 0.8 | 6 | 0.8 | -6 | . | 13 | 0.8

Compounds shown so far with an aryl thioether with sulfur outside any ring (2):
SMILES | S1P3 antagonist | PPARg SRC2 recr | Diaphorase inh | SRC2 TRFRET art | PMI activator | PPARg SRC3 recr | Diaph act CS | PPARg SRC1 recr | ROMK primary | G6PDH counter | PMI act hi M6P
Brc1ccccc1-c1nnc(CSc2nncn2-c2ccccc2)o1 | -13 | 0 | -9 | 1635 | 1 | 11 | 1.1 | 9 | . | 4 | 1.1
CC(C)OC(=O)CSc1nnc(-c2ccccc2)n1N | . | -1 | 6 | 1464 | 1.1 | -5 | 0.9 | 4 | . | 1 | 1.1

Continuation.
SMILES | S1P3 antagonist | PPARg SRC2 recr | Diaphorase inh | SRC2 TRFRET art | PMI activator | PPARg SRC3 recr | Diaph act CS | PPARg SRC1 recr | ROMK primary | G6PDH counter | PMI act hi M6P
COc1cc(OC)cc(-c2nc3nc(C)c(CCC(=O)NCC(OC)OC)c(C)n3n2)c1 | 0 | 2 | 7 | 1688 | 0.9 | 1 | 0.9 | 2 | -0.55 | 0 | 0.9
Brc1ccc(CSc2ccc(-c3ccco3)nn2)cc1 | -14 | 7 | 6 | 1805 | 1 | 11 | 0.9 | 8 | . | -2 | 1.2
CC(=O)c1ccc(OCc2cc([N+](=O)[O-])cc3c2OCOC3)cc1 | 13 | 2 | 3 | 1603 | 1 | -3 | 1 | 1 | 0.039 | 8 | 1.1
COc1ccc(Nc2nc3c(C)cccn3c(=O)c2C=NCc2ccccc2)cc1 | 6 | -5 | -13 | 1510 | 1.1 | 1 | 1.1 | 3 | 0.0043 | -5 | 1
CCOC(=O)Nc1ccc(Oc2ccccc2)cc1 | 20 | -2 | 11 | 1407 | 0.9 | -8 | 0.9 | 0 | . | -6 | 1
COCCOC(=O)c1[nH]c2c(c1C)C(=O)CC(c1ccccc1)C2 (stereo not given) | . | -4 | 15 | 1526 | 0.9 | -6 | 0.9 | 3 | . | 9 | 0.9
O=C(CC12CC3CC(CC(C3)C1)C2)Nc1cccc2ncccc12 | . | 3 | 8 | 1508 | 1 | -7 | 0.9 | -3 | -0.4 | 0 | 1
CCOC(=O)CSc1nnc(Cc2ccccc2)n1-c1cccc(Cl)c1 | . | -2 | 17 | 1648 | 1 | -10 | 0.8 | 8 | . | 3 | 1
CC(=O)c1c(C)n(-c2ccccc2)c2ccc(OCC(N)=O)cc12 | -12 | -5 | 12 | 1714 | 1 | 4 | 0.9 | 2 | . | 3 | 1
CCNC(=S)Nc1ccc2ncoc2c1 | -10 | 1 | 14 | 1666 | 1.1 | 2 | 0.9 | -4 | 1.1 | 10 | 0.9
NC(=O)Cn1c(=O)n(CCCC(=O)NC2CCN(Cc3ccccc3)CC2)c(=O)c2ccccc21 | -43 | 7 | 11 | 1505 | 1 | 7 | 0.9 | 2 | -0.2 | 0 | 1
CCn1nnnc1SCC(=O)Nc1ccc(OC)cc1 | . | 11 | 10 | 1383 | 1 | 6 | 0.9 | 0 | 0.0021 | -2 | 1
Clc1ccccc1-c1ncc2ccccn12 | -15 | -7 | 17 | 1385 | 1 | 3 | 0.8 | -8 | 0.29 | 6 | 1
COc1ccc(C=O)cc1COc1ccc(Cl)cc1[N+](=O)[O-] | . | 0 | 9 | 1335 | 1 | -10 | 0.9 | 7 | . | 3 | 1
NS(=O)(=O)c1ccc(CCNC(=O)c2ccc(Cn3c(=O)[nH]c4ccccc4c3=O)cc2)cc1 | 1 | 17 | 2 | 1633 | 0.9 | 2 | 1 | 17 | 0.77 | 3 | 1
NC(=O)C[C@@H]1NC(=O)c2cc([N+](=O)[O-])cc(F)c2NCCCC[C@@H](C(N)=O)NC(=O)[C@H](CO)NC1=O | -14 | -1 | 5 | 1540 | 1 | -1 | 0.9 | 9 | -0.34 | 3 | 1
O=C(NC(N1CCOCC1)C(Cl)(Cl)Cl)c1ccccc1Cl (stereo not given) | -13 | 6 | 6 | 1432 | 1 | 1 | 0.9 | -7 | 1.2 | 4 | 1
COC(=O)CSc1nnc(CNC(=O)c2ccco2)n1-c1ccc(F)cc1 | -25 | 5 | 9 | 1713 | 1 | 5 | 0.9 | -1 | . | 1 | 1
O=C(CSc1nnnn1-c1ccc2c(c1)OCCO2)c1cccc2c1OCCO2 | 17 | 1 | 23 | 1671 | 0.9 | -5 | 0.8 | 2 | . | -2 | 0.9
CC(=O)c1c(C)[nH]c(C(=O)OCc2nnc(-c3ccccc3)o2)c1C | -4 | -4 | 22 | 1352 | 0.9 | 3 | 0.8 | 0 | . | -18 | 0.9
CCN(CC)CCCNc1nc2ccccc2[nH]1 | -18 | -6 | 14 | 1629 | 0.8 | -7 | 0.9 | 0 | . | -2 | 0.9
CC1COc2ccccc2N1S(=O)(=O)c1ccc(Cl)cc1 (stereo not given) | 7 | 11 | -7 | 1553 | 1.1 | 1 | 1.1 | 4 | 0.66 | 9 | 1.1
CCOC(=O)c1ccc(NC(=O)c2nccnc2C(=O)O)cc1 | 1 | 15 | -2 | 1690 | 1.1 | 10 | 1 | 2 | . | 3 | 1.1
CC(C)Nc1nnc(SC(C)C(=O)Nc2ccc(Cl)cn2)s1 (stereo not given) | 2 | -2 | 17 | 1705 | 1 | 1 | 0.8 | 7 | 0.026 | 6 | 1
CCCCCNC(=O)CCc1ccccc1 | . | -2 | -2 | 1344 | 1.1 | 1 | 1 | -6 | 0.12 | 0 | 1.1
Cc1cc(C(=O)COC(=O)[C@H](C)NC(=O)c2ccco2)c(C)n1Cc1ccco1 | -17 | -2 | 5 | 1467 | 1.1 | 0 | 0.9 | -4 | -0.5 | 6 | 1.1
COc1cc(OC)cc(-c2cc3nc(C)c(CCC(=O)Nc4nc(C)cs4)c(C)n3n2)c1 | 1 | 7 | 6 | 1403 | 1.1 | 0 | 0.9 | 1 | 0.81 | 1 | 1.1
COc1ccc(OC)c(NC(=O)COC(=O)c2nc(Cl)ccc2Cl)c1 | -25 | 5 | 7 | 1369 | 1 | 0 | 0.9 | -7 | . | -10 | 1
CCCc1ccc(OCc2nc(-c3ccc(NC(=O)c4ccco4)cc3)no2)cc1 | 33 | 0 | 11 | 1467 | 0.9 | 3 | 0.9 | -2 | . | 3 | 1
CCCCCOC(=O)Nc1ccc(S(=O)(=O)Nc2cccc([N+](=O)[O-])c2)cc1 | 4 | -8 | 16 | 1414 | 0.9 | -1 | 0.8 | -3 | -0.04 | -8 | 0.9
O=C(CCCSc1nnc(SCCCC(=O)c2ccc(F)cc2)s1)c1ccc(F)cc1 | . | 3 | 12 | 1408 | 1 | 7 | 0.9 | 2 | . | 4 | 1
Cc1ccc(N/N=C/c2ccc(N3CCOCC3)cc2)cc1C | . | -3 | 13 | 1528 | 1.2 | 1 | 0.9 | -4 | . | 4 | 2*
Cn1cc([N+](=O)[O-])c(C(=O)NCc2cc3cc(Cl)ccc3[nH]2)n1 | 10 | 7 | 6 | 1519 | 1 | 8 | 0.9 | 7 | 3.4* | 1 | 1
CCCCNc1nc2ccccc2nc1NS(=O)(=O)c1cccs1 | -14 | 3 | 17 | 1505 | 1 | 6 | 0.8 | 3 | 0.035 | 2 | 1
CC1CCc2c(C(=O)Nc3nccs3)csc2C1 (stereo not given) | . | 6 | 22 | 1500 | 0.9 | 1 | 0.8 | 4 | . | 2 | 0.9
Cc1cc(C(=O)NN)c(C)o1 | 5 | 0 | 43 | 1298 | 1.1 | -1 | 0.6 | -6 | 1.2 | 3 | 1

Laid out differently: results already given.
SMILES	S1P3 antagonist	PPARg SRC2 recr	Diaphorase inh	SRC2 TRFRET art	PMI activator	PPARg SRC3 recr	Diaph act CS	PPARg SRC1 recr	ROMK primary	G6PDH counter	PMI act hi M6P
CC(C)c1nnc(NC(=O)Cn2nc(-c3ccc4c(c3)OCCO4)ccc2=O)s1	16	9	-11	1645	1	12	1.1	6	0.21	-3	1.1
CC(C)[C@H](NS(=O)(=O)c1ccc2c(c1)OCCO2)C(=O)OCC(=O)Nc1ccccc1Cl	-5	-18	13	1419	0.8	-1	0.9	-3	-1.9	-14	0.9
Cc1nn(-c2nc3ccccc3[nH]2)c(=O)c2ccccc12	-12	-4	9	1285	0.9	-1	0.9	-6	0.65	0	1
CC(C)OC(=O)CSc1nnc(-c2ccccc2)n1N	.	-1	6	1464	1.1	-5	0.9	4	.	1	1.1
